Screening data: PubChem BioAssay, Sanford-Burnham Center for Chemical Genomics
SENP6 block: SENP6 protease inhibitors, primary screen, biochemical, luminescence, uHTS. Sentrin-specific protease 6 (Homo sapiens), Q9GZR1. Recombinant SENP6 catalytic domain, aminoluciferin luminescence. inhibition, % at 10 µM. hit rate 1.8% among 330,000. AID 2599, 2010;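 active means inhibition above about 50% at the single tested dose, limit read from the data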;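 further: plate controls were DMSO wells with enzyme for no effect and DMSO wells lacking enzyme for full effect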
Target sequence (Q9GZR1 628-1112 limits assumed): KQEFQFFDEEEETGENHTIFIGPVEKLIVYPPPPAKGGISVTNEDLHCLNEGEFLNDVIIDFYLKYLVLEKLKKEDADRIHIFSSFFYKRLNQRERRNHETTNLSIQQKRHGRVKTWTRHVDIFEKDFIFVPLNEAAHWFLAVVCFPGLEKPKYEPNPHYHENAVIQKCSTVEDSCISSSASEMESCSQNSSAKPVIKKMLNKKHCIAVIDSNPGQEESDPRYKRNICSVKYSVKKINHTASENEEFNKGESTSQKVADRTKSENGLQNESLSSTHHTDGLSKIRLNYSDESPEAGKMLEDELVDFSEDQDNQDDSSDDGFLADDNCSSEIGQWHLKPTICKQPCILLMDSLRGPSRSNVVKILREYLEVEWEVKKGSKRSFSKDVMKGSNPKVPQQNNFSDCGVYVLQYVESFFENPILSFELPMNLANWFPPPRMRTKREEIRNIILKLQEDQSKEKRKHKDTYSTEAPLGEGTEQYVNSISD
SENP8 block-1: SENP8 protease inhibitors, primary screen, biochemical, luminescence; Sentrin-specific protease 8 (Homo sapiens), Q96LD8; AID 2540, 2010; hit rate 1.2% among 330,000; purified SENP8, Z-RLRGG-aminoluciferin cleavage; inhibition, % at 10 µM; in the data active means inhibition above about 50%
Target sequence (Q96LD8 whole entry, looked up): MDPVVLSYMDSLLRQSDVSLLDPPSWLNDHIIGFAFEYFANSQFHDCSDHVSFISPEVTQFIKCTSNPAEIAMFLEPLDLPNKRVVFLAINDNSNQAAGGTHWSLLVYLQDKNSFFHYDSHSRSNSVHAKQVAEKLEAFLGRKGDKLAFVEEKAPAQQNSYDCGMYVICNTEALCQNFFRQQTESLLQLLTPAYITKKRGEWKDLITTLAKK
Apaf1 inhib: inhibitors of human Apaf-1 apoptosome, primary screen, biochemical, DEVD-Rh110 fluorescence, uHTS. Apoptotic protease-activating factor 1 (Homo sapiens), O14727. reconstituted apoptosome caspase-3 activity. hit rate 0.71% among 330,000. inhibition, % at 20 µM; active means inhibition of at least 40% at 20 µM;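 further: plate controls were DMSO wells for no effect and DEVD-CHO caspase inhibitor wells for full effect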
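System – cell-free apoptosome with Apaf-1, procaspase-3 and caspase-9 · Buffer or medium – pH 7.5 Hepes buffer with CHAPS, BSA, DTT · Also added – cytochrome c with DEVD-Rh110 · Times – 30 min compound preincubation, 50 min activation, room temperature · Technique – Rh110 fluorescence intensity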
PfGluPho inh: PfG6PD enzyme inhibitors, primary screen, biochemical, fluorescence intensity, uHTS | glucose-6-phosphate dehydrogenase-6-phosphogluconolactonase (Plasmodium falciparum 3D7) | PfGluPho enzyme, NADPH resazurin-diaphorase fluorescence | inhibition, % at 20 µM | hit rate 0.78% among 350,000;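 active means inhibition reaching at least a set limit at 20 µM in the primary screen, cut at about 59% in these data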;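 further: 0% = DMSO wells with substrate and 100% = DMSO wells lacking glucose-6-phosphate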
SENP7 inh: SENP7 protease inhibitors, primary screen, biochemical, luminescence, uHTS. Sentrin-specific protease 7 (Homo sapiens), Q9BQF6. recombinant SENP7, Z-RLRGG-aminoluciferin luminescence, 40 min. inhibition, % at 5 µM. hit rate 1.5% among 330,000. AID 434973, 2010;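 active means inhibition above about 50% at the single test dose, limit read from the data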;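 further: plate controls were DMSO with enzyme for no effect and no enzyme buffer wells for full effect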
SENP8 block-2: human SENP8 protease inhibitors, primary screen, biochemical, fluorescence, Nedd8 protein substrate, uHTS. AID 602440, 2012. recombinant SENP8. Sentrin-specific protease 8 (Homo sapiens), Q96LD8. hit rate 0.64% among 360,000. inhibition, % at 20 µM; in the data active means inhibition mostly above about 40%, no sharp cut-off; inactive means mostly below about 27%
SENP1 inh: human SENP1 catalytic domain inhibitors, primary screen, biochemical, FRET, uHTS. Sentrin-specific protease 1 (Homo sapiens), Q9P0U3. recombinant SENP1 catalytic domain, CyPet-SUMO1-YPet FRET cleavage. inhibition, % at 10 µM. hit rate 0.21% among 360,000;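 active means inhibition at least 30% at 10 µM, raw YFP signal under a set limit, fluorescence ratio 0.5 to 1.5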;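 further: 0% = enzyme with DMSO and 100% = no enzyme wells; some results filed as inactive read as strong as hits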
Target sequence (Q9P0U3 419-644 limits assumed): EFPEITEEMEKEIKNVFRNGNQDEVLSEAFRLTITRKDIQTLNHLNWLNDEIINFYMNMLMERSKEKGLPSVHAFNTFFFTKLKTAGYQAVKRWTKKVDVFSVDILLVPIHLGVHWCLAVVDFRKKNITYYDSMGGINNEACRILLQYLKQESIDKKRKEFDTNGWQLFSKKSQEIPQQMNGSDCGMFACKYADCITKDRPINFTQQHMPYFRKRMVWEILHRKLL
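System: Recombinant human SENP1 catalytic domain, His6-tagged | Incubation: Enzyme reaction for 50 min at room temperature, dark | Medium: Tris pH 8 with BME, BSA, NP40 and catalase | Also added: 25 nM SUMO1 FRET substrate | Compound: 10 µM single point, 0.5% DMSO | Measured by: FRET fluorescence in CFP and YFP emission channels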
HKDC1 inhibitor: HKDC1 hexokinase inhibitors, primary screen, biochemical, fluorescence, uHTS. Q2TB90. recombinant HKDC1, G6PDH/diaphorase resazurin coupled fluorescence. inhibition, % at 20 µM. hit rate 0.16% among 340,000. AID 493160, 2011;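 active means inhibition above about 35% when tested at 20 µM, limit read from the data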;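 further: plate controls were DMSO wells with enzyme for no effect and DMSO wells lacking enzyme for full effect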
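System: Recombinant HKDC1 hexokinase | Amount: HKDC1 at 5 µg/mL | Reagent: Glucose with 1 mM ATP | Doses: Single 20 µM dose | Incubation: Reaction time 90 min, room temperature, protected from light | Signal: Coupled resazurin fluorescence, excitation 525 nm, emission 613 nm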
* = called active by the depositor.

COc1ccc(Cl)cc1C(=O)Nc1ccc(S(=O)(=O)N2CCCC2)cc1 was read as SENP6 block -21, SENP8 block-1 -2, Apaf1 inhib -5, PfGluPho inh 9, SENP7 inh -5, SENP8 block-2 10, SENP1 inh -3 and HKDC1 inhibitor -5.
For O=C1CCCc2sccc2N1 the results were SENP6 block -9, SENP8 block-1 -7, Apaf1 inhib -19, PfGluPho inh -5, SENP7 inh -1, SENP8 block-2 13, SENP1 inh 2 and HKDC1 inhibitor -8.
Screening CCOc1ccc(-c2cnc(SCC(N)=O)nc2N)cc1 returned SENP6 block -12, SENP8 block-1 12, Apaf1 inhib -4, PfGluPho inh 6, SENP7 inh 1, SENP8 block-2 12, SENP1 inh 4 and HKDC1 inhibitor 1.
CC/C(=N\NC(=O)c1c(-c2ccccc2)noc1C)c1ccc(C)o1 was read as SENP6 block 7, SENP8 block-1 -1, Apaf1 inhib -1, PfGluPho inh 0, SENP7 inh 6, SENP8 block-2 7, SENP1 inh 0 and HKDC1 inhibitor -10.
COc1ccccc1CN(C)C(=O)c1ccc(COc2ccccc2)cc1 was read as SENP6 block -2, SENP8 block-1 8, Apaf1 inhib 16, PfGluPho inh 0, SENP7 inh -1, SENP8 block-2 7, SENP1 inh 0 and HKDC1 inhibitor -3.
For CN(CC(=O)Nc1sccc1C#N)C1CCCCC1 the results were SENP6 block -2, SENP8 block-1 8, Apaf1 inhib -1, PfGluPho inh -1, SENP7 inh 0, SENP8 block-2 -47, SENP1 inh -17 and HKDC1 inhibitor 2.
CC(Oc1ccc(Cl)cc1Cl)c1ccnc2nc(N3CCOCC3)nn12 (stereo not drawn) was read as SENP6 block 0, SENP8 block-1 -7, Apaf1 inhib 18, PfGluPho inh 3, SENP7 inh 3, SENP8 block-2 -464, SENP1 inh 1 and HKDC1 inhibitor -1.
`O=C(Nc1ccno1)Nc1ccc(Cl)cc1Cl` gave SENP6 block -27, SENP8 block-1 -2, Apaf1 inhib -4, PfGluPho inh 20, SENP7 inh 0, SENP8 block-2 9, SENP1 inh 1 and HKDC1 inhibitor -6.
Screening Cn1c(=O)c([N+](=O)[O-])c(Oc2ccccc2)c2ccccc21 returned PfGluPho inh 46, SENP8 block-2 -100, SENP1 inh -9 and HKDC1 inhibitor 22.
COC(=O)c1cc(=O)n(-c2ccc(F)cc2)c(=Nc2ccc(F)cc2)s1 was read as SENP6 block -10, SENP8 block-1 -8, Apaf1 inhib 11, PfGluPho inh 13, SENP7 inh 21, SENP8 block-2 14, SENP1 inh 1 and HKDC1 inhibitor 7.
Screening O=C1CCC(C(=O)Nc2cc(C(F)(F)F)ccc2-n2cncn2)=NN1 returned SENP6 block -9, SENP8 block-1 -19, Apaf1 inhib -1, PfGluPho inh -9, SENP7 inh -11, SENP8 block-2 7, SENP1 inh 1 and HKDC1 inhibitor -7.
Screening CCn1c(SCC(=O)NCc2ccccc2)nc2ccccc2c1=O returned SENP6 block -7, SENP8 block-1 3, Apaf1 inhib -34, PfGluPho inh 7, SENP7 inh 1, SENP8 block-2 6, SENP1 inh 1 and HKDC1 inhibitor -12.
`Cc1ccc(N(C(=O)c2cnccn2)C(C(=O)NC2CCCCC2)c2ccc(O)cc2)cc1` (stereo not drawn) gave SENP6 block -32, SENP8 block-1 -7, Apaf1 inhib 17, PfGluPho inh -5, SENP7 inh 5, SENP8 block-2 7, SENP1 inh 1 and HKDC1 inhibitor -15.
CC1CCc2c(sc(NC(=O)CSc3ncn[nH]3)c2C#N)C1 (stereo not drawn) was read as SENP6 block 42, SENP8 block-1 34, Apaf1 inhib -6, PfGluPho inh -8, SENP7 inh 21, SENP8 block-2 20, SENP1 inh 0 and HKDC1 inhibitor 6.
C=CCC[C@H](Cc1ccc(F)cc1)C(=O)OC[C@@H](Cc1c[nH]c2ccccc12)NC(=O)[C@@H](CC=C)CC(=O)N[C@H](CO)Cc1ccccc1 was read as SENP6 block 2, SENP8 block-1 4, Apaf1 inhib 14, PfGluPho inh 17, SENP7 inh -4, SENP8 block-2 4, SENP1 inh 2 and HKDC1 inhibitor -1.

4 entries picked at random from those above:
Screening O=C1CCC(C(=O)Nc2cc(C(F)(F)F)ccc2-n2cncn2)=NN1 returned SENP6 block -9, SENP8 block-1 -19, Apaf1 inhib -1, PfGluPho inh -9, SENP7 inh -11, SENP8 block-2 7, SENP1 inh 1 and HKDC1 inhibitor -7.
`Cc1ccc(N(C(=O)c2cnccn2)C(C(=O)NC2CCCCC2)c2ccc(O)cc2)cc1` (stereo not drawn) gave SENP6 block -32, SENP8 block-1 -7, Apaf1 inhib 17, PfGluPho inh -5, SENP7 inh 5, SENP8 block-2 7, SENP1 inh 1 and HKDC1 inhibitor -15.
Screening Cn1c(=O)c([N+](=O)[O-])c(Oc2ccccc2)c2ccccc21 returned PfGluPho inh 46, SENP8 block-2 -100, SENP1 inh -9 and HKDC1 inhibitor 22.
Screening CCOc1ccc(-c2cnc(SCC(N)=O)nc2N)cc1 returned SENP6 block -12, SENP8 block-1 12, Apaf1 inhib -4, PfGluPho inh 6, SENP7 inh 1, SENP8 block-2 12, SENP1 inh 4 and HKDC1 inhibitor 1.

The list continues.
Screening O=C(COC(=O)C1CCN(S(=O)(=O)c2ccc(Cl)c(C(F)(F)F)c2)CC1)NCc1ccco1 returned SENP6 block -12, SENP8 block-1 -14, Apaf1 inhib 19, PfGluPho inh -5, SENP7 inh -4, SENP8 block-2 -4, SENP1 inh 0 and HKDC1 inhibitor -4.
Screening O=C(CCc1ccccc1)N1CCN(S(=O)(=O)c2cccs2)CC1 returned SENP6 block 3, SENP8 block-1 4, Apaf1 inhib 5, PfGluPho inh -6, SENP7 inh 0, SENP8 block-2 3, SENP1 inh 2 and HKDC1 inhibitor -6.
Cc1ccc(NC(=S)NC2CC3CCCC(C2)N3Cc2cccs2)cc1 (stereo not drawn) was read as SENP6 block 0, SENP8 block-1 -2, Apaf1 inhib 1, PfGluPho inh 0, SENP7 inh 1, SENP8 block-2 13, SENP1 inh 0 and HKDC1 inhibitor -6.
For CCOC(=O)c1[nH]c2ccc(C)cc2c1NC(=O)CN1CCCCC1 the results were SENP6 block -8, SENP8 block-1 5, Apaf1 inhib -14, PfGluPho inh -1, SENP7 inh 4, SENP8 block-2 -499, SENP1 inh 0 and HKDC1 inhibitor -1.
Screening CCOC(=O)N1CCC(N2C(=O)c3ccccc3C2Nc2cc(C(=O)OC)cc(C(=O)OC)c2)CC1 (stereo not drawn) returned SENP6 block -4, SENP8 block-1 -5, Apaf1 inhib 19, PfGluPho inh -3, SENP7 inh -1, SENP8 block-2 -325, SENP1 inh 4 and HKDC1 inhibitor -2.
Screening O=C1C=C(c2ccc(F)cc2OCc2ccccc2)C[C@@H](c2ccc(F)cc2)C1 returned SENP6 block 0, SENP8 block-1 -7, Apaf1 inhib 23, PfGluPho inh 2, SENP7 inh -4, SENP8 block-2 11, SENP1 inh 1 and HKDC1 inhibitor 3.
For CCN(CC)c1ccc(C2NC(=O)NC(C)=C2C(=O)Nc2ccccc2)cc1 (stereo not drawn) the results were SENP6 block -11, SENP8 block-1 -6, Apaf1 inhib 10, PfGluPho inh -19, SENP7 inh -6, SENP8 block-2 -15, SENP1 inh -28 and HKDC1 inhibitor -6.
CCOCCCNC(=O)C(NC(=O)c1ccccc1O)c1ccc(Cl)cc1 (stereo not drawn) was read as SENP6 block 5, SENP8 block-1 1, Apaf1 inhib -6, PfGluPho inh 13, SENP7 inh -13, SENP8 block-2 -213, SENP1 inh -1 and HKDC1 inhibitor 2.
COc1ccc(NC(=O)CN(C)CC(=O)N(C)C2(C#N)CCC(C)CC2)cc1 (stereo not drawn) was read as SENP6 block -4, SENP8 block-1 -2, Apaf1 inhib 6, PfGluPho inh -1, SENP7 inh 12, SENP8 block-2 16, SENP1 inh 0 and HKDC1 inhibitor -7.
O=C(NCc1ccc(Cl)cc1)c1cccc(NC2=NC3CS(=O)(=O)CC3S2)c1 (stereo not drawn) was read as SENP6 block -8, SENP8 block-1 -1, Apaf1 inhib -4, PfGluPho inh 4, SENP7 inh 7, SENP8 block-2 14, SENP1 inh 5 and HKDC1 inhibitor -2.
For O=S(=O)(O)c1cccc2cccc(Nc3ccccc3)c12 the results were SENP6 block -8, SENP8 block-1 -5, Apaf1 inhib 13, PfGluPho inh -20, SENP7 inh 2, SENP8 block-2 -423, SENP1 inh -47 and HKDC1 inhibitor 10.
`COc1ccccc1NC(=O)Nc1nc(CC(=O)Nc2ccccc2F)cs1` gave SENP6 block 5, SENP8 block-1 8, Apaf1 inhib -3, PfGluPho inh 6, SENP7 inh 2, SENP8 block-2 15, SENP1 inh -2 and HKDC1 inhibitor 1.
Screening Cc1ccc(C(=O)NCCN2CCOCC2)cc1 returned SENP6 block -14, SENP8 block-1 -5, Apaf1 inhib -1, PfGluPho inh -14, SENP7 inh -11, SENP8 block-2 10, SENP1 inh 1 and HKDC1 inhibitor 0.
`O=C(CNC(=O)c1cccs1)OCC(=O)c1ccccc1Cl` gave SENP6 block 7, SENP8 block-1 1, Apaf1 inhib -21, PfGluPho inh -8, SENP7 inh -10, SENP8 block-2 15, SENP1 inh 0 and HKDC1 inhibitor -8.
O=C(O)CCCc1ccc2ccc3cccc4ccc1c2c34 was read as SENP6 block -14, SENP8 block-1 -7, Apaf1 inhib 6, PfGluPho inh -17, SENP7 inh 2, SENP8 block-2 -288, SENP1 inh -9 and HKDC1 inhibitor -6.
COc1cccc(NC(=O)[C@H](C)NC(=O)N2CCn3c2nc2ccccc23)c1 was read as SENP6 block 9, SENP8 block-1 1, Apaf1 inhib 4, PfGluPho inh 8, SENP7 inh -2, SENP8 block-2 5, SENP1 inh 3 and HKDC1 inhibitor -5.
`Cn1nc(C(=O)OCc2ccccc2F)c2ccccc2c1=O` gave SENP6 block -20, SENP8 block-1 -11, Apaf1 inhib 2, PfGluPho inh 6, SENP7 inh -9, SENP8 block-2 2, SENP1 inh 2 and HKDC1 inhibitor -1.
`O=C(NCCNC(=O)c1cnccn1)c1ccc(Cl)cc1` gave SENP6 block -18, SENP8 block-1 -6, Apaf1 inhib 0, PfGluPho inh -17, SENP7 inh 0, SENP8 block-2 -1, SENP1 inh -1 and HKDC1 inhibitor 1.
